Pin1 inhibitor – human Pin1 inhibition. AID 504891. hit rate 0.009% among 390,000. Q13526. Pin1 FP peptide displacement, HiFluor488, 10 min. Potency, µM (doses to about 115 µM), without a hit: at the top dose activity, negative = inhibition, actives largely listed as inhibitors; active means well fitted inhibition curve with a large enough effect in the polarisation, with a control signal flat, not every such curve was filed as active; inconclusive means small, poorly fitted or top-dose-only effect, or effect the other way, or a change in a side signal; inactive means no such curve, though single readings can be large or run the other way; the % refers to the polarisation
BAZ2B inh – blocks human BAZ2B | Q9UIF8 | AlphaScreen BAZ2B-H3K14Ac peptide displacement | Potency, µM (doses to about 114 µM), without a hit: at the top dose activity change, negative = inhibition, actives largely listed as inhibitors | hit rate 4.4% among 360,000 | AID 504333; further: nearly all actives have a fitted effect of over 60% in size
Target sequence (Q9UIF8 whole entry, looked up): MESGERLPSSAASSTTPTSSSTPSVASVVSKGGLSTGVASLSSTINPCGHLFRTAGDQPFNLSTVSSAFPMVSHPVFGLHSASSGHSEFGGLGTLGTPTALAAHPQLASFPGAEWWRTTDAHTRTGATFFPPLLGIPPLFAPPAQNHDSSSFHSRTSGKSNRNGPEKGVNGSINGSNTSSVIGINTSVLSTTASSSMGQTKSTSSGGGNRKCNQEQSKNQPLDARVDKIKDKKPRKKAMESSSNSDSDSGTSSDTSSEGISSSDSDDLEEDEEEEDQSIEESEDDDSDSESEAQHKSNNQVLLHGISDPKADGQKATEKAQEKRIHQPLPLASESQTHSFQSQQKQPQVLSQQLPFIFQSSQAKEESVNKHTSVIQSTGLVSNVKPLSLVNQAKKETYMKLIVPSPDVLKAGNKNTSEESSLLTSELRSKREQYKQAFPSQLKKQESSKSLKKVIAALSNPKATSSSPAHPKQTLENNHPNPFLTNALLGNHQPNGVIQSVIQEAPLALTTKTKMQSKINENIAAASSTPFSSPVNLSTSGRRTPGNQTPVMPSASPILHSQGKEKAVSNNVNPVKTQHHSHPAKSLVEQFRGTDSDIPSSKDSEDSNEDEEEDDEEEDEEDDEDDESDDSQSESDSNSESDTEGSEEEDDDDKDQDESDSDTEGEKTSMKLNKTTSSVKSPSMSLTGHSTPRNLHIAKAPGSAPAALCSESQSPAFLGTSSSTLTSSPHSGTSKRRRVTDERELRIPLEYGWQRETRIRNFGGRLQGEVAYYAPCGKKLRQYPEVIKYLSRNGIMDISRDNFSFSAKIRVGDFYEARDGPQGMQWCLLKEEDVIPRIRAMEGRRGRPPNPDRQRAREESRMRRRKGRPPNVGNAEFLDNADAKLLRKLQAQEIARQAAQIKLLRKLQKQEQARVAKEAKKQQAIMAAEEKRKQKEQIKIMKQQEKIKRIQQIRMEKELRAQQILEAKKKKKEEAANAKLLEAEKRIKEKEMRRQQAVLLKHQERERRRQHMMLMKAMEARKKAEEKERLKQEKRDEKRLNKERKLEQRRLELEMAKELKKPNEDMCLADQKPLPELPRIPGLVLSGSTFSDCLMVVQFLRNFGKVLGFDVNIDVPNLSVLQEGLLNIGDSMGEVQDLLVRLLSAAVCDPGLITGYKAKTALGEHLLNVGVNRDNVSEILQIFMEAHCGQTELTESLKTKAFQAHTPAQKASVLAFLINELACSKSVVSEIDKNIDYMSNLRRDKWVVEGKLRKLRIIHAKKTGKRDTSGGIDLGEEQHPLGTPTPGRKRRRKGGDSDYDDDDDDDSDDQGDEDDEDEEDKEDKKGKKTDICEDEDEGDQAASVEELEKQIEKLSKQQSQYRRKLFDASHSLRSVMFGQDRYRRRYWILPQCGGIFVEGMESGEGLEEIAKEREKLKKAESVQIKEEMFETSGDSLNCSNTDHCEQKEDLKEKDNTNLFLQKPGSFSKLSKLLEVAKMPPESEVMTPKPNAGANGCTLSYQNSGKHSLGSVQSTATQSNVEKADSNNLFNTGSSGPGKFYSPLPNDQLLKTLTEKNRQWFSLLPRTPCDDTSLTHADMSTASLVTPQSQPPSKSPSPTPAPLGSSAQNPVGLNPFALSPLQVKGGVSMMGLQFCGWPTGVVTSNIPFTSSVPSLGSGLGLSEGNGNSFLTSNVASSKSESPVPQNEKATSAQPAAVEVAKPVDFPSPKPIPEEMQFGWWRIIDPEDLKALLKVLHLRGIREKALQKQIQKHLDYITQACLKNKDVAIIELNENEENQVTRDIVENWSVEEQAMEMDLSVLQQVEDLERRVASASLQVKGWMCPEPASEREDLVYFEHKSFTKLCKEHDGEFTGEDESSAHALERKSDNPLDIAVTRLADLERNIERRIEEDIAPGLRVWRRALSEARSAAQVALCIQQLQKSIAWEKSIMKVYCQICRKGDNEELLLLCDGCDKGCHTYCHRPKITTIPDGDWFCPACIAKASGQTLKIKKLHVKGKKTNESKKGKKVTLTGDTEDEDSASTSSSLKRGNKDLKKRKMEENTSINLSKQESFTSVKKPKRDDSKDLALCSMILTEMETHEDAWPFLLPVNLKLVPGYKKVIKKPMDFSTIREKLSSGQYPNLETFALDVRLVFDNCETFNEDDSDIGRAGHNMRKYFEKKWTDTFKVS
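AlphaScreen displacement: compounds (up to 110uM) incubated 30 min at room temperature with a preformed 50 nM BAZ2B/50 nM biotinylated H3K14Ac peptide complex in PBS pH 7.4 with Tween-20. Donor and acceptor beads at 10 ug/mL final added, 20 min light-protected before reading.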
G9a block – G9a (human) methyltransferase inhibition; Potency, µM (top dose mostly 102 µM), for the others: top-dose activity, negative = inhibition, most hits filed as inhibitors; G9a H3K9 monomethylation, AlphaScreen, 2 h; hit rate 8.8% among 350,000; AID 504332; further: nearly all actives have a fitted effect of over 75% in size
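Step 1: enzyme (final 20 nM) with compound, 15 min RT. Step 2: substrate peptide 500 nM and SAM 20 uM, 2 h RT. Step 3: anti-H3K9me1 antibody and AlphaScreen beads, 10 min, then plate read.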
JMJD2A Tudor inh – blocks the human JMJD2A Tudor domain | O75164 | AlphaScreen JMJD2A-Tudor / H3K4me3 peptide binding | Potency, µM (doses to about 114 µM), for inactives: at the highest dose activity change, negative = inhibition, usual class: inhibitors | hit rate 4.4% among 390,000 | AID 504339; further: nearly all actives have a fitted effect of over 50% in size
Numbers without * were called inactive; ? = inconclusive; nt = not tested or not shown; & = joins results of further samples; [ ] = dose if it differs, or a comment. Unless noted, the call rests on the fitted dose curve; in most records, active means well fitted inhibition curve with a large enough effect; inconclusive means small, poorly fitted or top-dose-only effect; inactive means no such curve, though single readings can be large or run the other way. On the % scale 0 is the no-effect control and ±100 the full control effect; potency means the concentration at half of the fitted maximal effect. Only part of the results is shown; the hit share may differ from the screen's.

Value order: Pin1 inhibitor	BAZ2B inh	G9a block	JMJD2A Tudor inh
O=S(=O)(NC1CCC(CNS(=O)(=O)c2c(F)cccc2F)CC1)c1ccc2c(c1)OCCO2 (configuration not stated)
    nt	12%	10%[12.7 µM]	nt
CCOc1ccc(OCC(=O)N(CCC2=CCCCC2)c2c(N)n(Cc3ccccc3)c(=O)[nH]c2=O)cc1
    nt	0%	3%[0.501 µM]	nt
CC(C)[C@]1(c2ccc(Cl)cc2)ON(c2ccccc2C(F)(F)F)C1=O
    nt	87%[activator]	3%[0.501 µM]	nt
Cc1ccc2c(=O)n3c(nc2c1)C(Cc1ccccc1)NC(=O)c1ccc(Cl)cc1-3 (configuration not stated)
    nt	-6%	10%[2.33 µM]	nt
C#CCOCCOCCOCCNc1nc(N2CCN(C(=O)CCCCCCCCCCNC(=O)[C@H]([C@@H](C)CC)n3cc(CCCCN=C(N)N)nn3)CC2)nc(N2CCN(C(=O)CCCCCCCCCCNC(=O)[C@H](CCCN=C(N)N)n3cc(C[C@@H](C)CC)nn3)CC2)n1
    nt	50µM*	2%[2.33 µM]	nt
Cc1cccc(-c2ccc3ncnc(NCc4cccc(F)c4)c3c2)c1
    nt	3%	-45%[12.7 µM]	nt
Cn1ccc2cc(-c3ccc4ncnc(NCc5cccc(F)c5)c4c3)ccc21
    nt	-37%	-23%[12.7 µM]	nt
N#Cc1c(Cl)cccc1Oc1ccc([S+](=O)([O-])N2CCN([S+](=O)([O-])c3c(F)cccc3F)CC2)cc1
    18%	nt	nt	-24%
COc1cc(F)c(S(=O)(=O)N2CCN(S(=O)(=O)c3ccc(N)cc3)CC2)c(F)c1
    5%	nt	nt	-6%
Cc1cc2c(s1)c1cnn(Cc3ccc(Cl)cc3)c(=O)c1n2C
    42%[activator]	nt	nt	45µM*
COc1cc(NC(=O)C(OC(=O)CNC(=O)c2ccccc2)c2ccccc2)cc(C(F)(F)F)c1 (configuration not stated)
    8%	nt	nt	-14%
Nc1ccc(S(=O)(=O)N2CCCN(S(=O)(=O)c3ccc4c(c3)OCCO4)CC2)cc1
    -1%	nt	nt	89µM*
c1nc(NCCc2cnc[nH]2)c2cc(-c3ccc4c(c3)OCO4)ccc2n1
    ?	nt	nt	?
Cc1ccc(NS(=O)(=O)c2ccc3ccccc3c2)cc1C
    5%	nt	nt	-14%
O=c1[nH]c2ccc(S(=O)(=O)N3CCN(S(=O)(=O)c4c(F)cccc4F)CC3)cc2[nH]c1=O
    ?	nt	nt	-30%
N#Cc1nc(NC2CCCC2)c2ncn(-c3cc(F)cc(F)c3)c2n1
    2%	nt	nt	8%
O=S(=O)(c1ccc2c(c1)OCCO2)N1CCN(S(=O)(=O)c2ccccc2F)CC1
    -5%	nt	nt	-18%
COc1cccc(C2c3c(ncn(-c4cccc(C)c4)c3=N)Oc3ccc4ccccc4c32)c1 (configuration not stated)
    3%	nt	nt	?
N#Cc1cccc(NS(=O)(=O)c2ccc3c(c2)CCC(=O)N3)c1
    -3%	nt	nt	-4%
Cc1cc(N2C(=O)c3ccccc3C2=O)no1
    3%	nt	nt	-11%
O=C(NC(c1ccco1)c1cc(Cl)c2cccnc2c1O)c1ccccc1 (configuration not stated)
    ?	nt	nt	-23%
N#Cc1ccc(S(=O)(=O)N2CCN(S(=O)(=O)c3ccc4c(c3)OCCO4)CC2)cc1
    -4%	nt	nt	-2%
CN(Cc1cccs1)c1ncnc2ccc(-c3ccc4cn(C)nc4c3)cc12
    20%	nt	nt	-25%
COc1ccc(C2Nc3ccccc3C(=O)N2CCCN(C)C)cc1COc1ccc(NC(C)=O)cc1 (configuration not stated)
    2%	nt	nt	79µM*
Cc1occc1CNc1ncnc2ccc(-c3ccc4c(c3)OCO4)cc12
    ?	nt	nt	?
O=S(=O)(c1ccccc1)N1CCN(c2nccc(-c3cccs3)n2)CC1
    38%[activator]	nt	nt	-5%
O=C(Cc1nnc(-c2cc3ccccc3[nH]2)o1)Nc1cc(C(F)(F)F)ccc1Cl
    20%	nt	nt	-31%
N#Cc1nc(NCC(F)F)c2ncn(-c3cccc(Cl)c3)c2n1
    14%	nt	nt	-3%
O=C(O)c1cccc(S(=O)(=O)N2CCN(S(=O)(=O)c3ccc4c(c3)OCCO4)CC2)c1
    1%	nt	nt	?
O=C1c2ccccc2C(=O)N1Cc1ccncc1
    -5%	nt	nt	-13%
Cc1c(C(O)(c2ccccc2)c2ccccc2)[n+]2ccccc2n1C
    1%	nt	nt	-15%
N#Cc1nc(Nc2cc(F)cc(F)c2)nc(NC2CCCC2)n1
    10%	nt	nt	-12%
O=S(=O)(c1ccc2c(c1)OCCO2)N1CCN(S(=O)(=O)c2ccc3nc(Cl)c(Cl)nc3c2)CC1
    0%	nt	nt	-6%
CNc1cccc(S(=O)(=O)N2CCCN(S(=O)(=O)c3ccc4c(c3)OCCO4)CC2)c1
    2%	nt	nt	?
COc1ccc(C(F)(F)F)cc1NC(=O)C(OC(=O)CNC(=O)c1ccccc1)c1ccccc1 (configuration not stated)
    ?	nt	nt	-25%
Cc1cc2c(s1)c1cnn(Cc3c(F)ccc(Cl)c3F)c(=O)c1n2C
    1%	nt	nt	-30%
O=C1CC(c2ccccc2)CC2=C1C1(CCCCC1)N=C(Nc1nc3ccccc3o1)N2 (configuration not stated)
    -4%	nt	nt	-22%
NC(=O)c1ccc(O)c2ncccc12
    0%	nt	nt	13µM*
Oc1ccc(/C=C/c2ccccc2)c2cccnc12
    -1%	nt	nt	?
NCCNc1ncnc2ccc(-c3ccc4c(c3)OCO4)cc12
    ?	nt	nt	?
CCc1nn2c(=O)cc(N3C(C)CNCC3C)nc2s1 (configuration not stated)
    6%	nt	nt	-15%
COc1ccc(CN(Cc2ccccc2)C(=O)c2ccccc2O)cc1
    -4%	nt	nt	68%[activator]
Cn1c2ccsc2c2cnn(Cc3ccccc3F)c(=O)c21
    -7%&-1%	nt	nt	-24%&-4%
N#CN1CCC(NS(=O)(=O)c2ccc(F)cc2)CC1
    -1%	nt	nt	-9%
O=C(Cc1nnc(-c2cc3ccccc3[nH]2)s1)Nc1cc(C(F)(F)F)ccc1Cl
    27%&56%	nt	nt	-14%&-4%
COc1ccc(C2Nc3ccccc3C(=O)N2Cc2ccccc2)cc1COc1cccc(C(F)(F)F)c1 (configuration not stated)
    1%	nt	nt	-12%
Cc1cc2c(s1)c1cnn(Cc3cc(Cl)ccc3F)c(=O)c1n2C
    -4%	nt	nt	-21%
Cc1ccc(Cn2ncc3c4sc(C)cc4n(C)c3c2=O)cc1
    -5%	nt	nt	-23%
S=C(NCCCc1cnc[nH]1)NCCN(Cc1ccc(Cl)c(Cl)c1)c1ccc(Br)cn1
    7%	nt	nt	56µM*
COc1cccc(Nc2nc(C#N)nc(NC3CCCC3)n2)c1
    ?	nt	nt	-3%
Oc1ccc(CNc2cccnc2)c2cccnc12
    ?	nt	nt	22µM*
CCCc1cc(F)c(S(=O)(=O)N2CCN(S(=O)(=O)c3ccc4c(c3)OCCO4)CC2)cc1F
    0%	nt	nt	?
CC(C)(C)c1ccccc1Nc1nc(C#N)nc(NC2CCCC2)n1
    7%	nt	nt	-17%
O=C(OCC#CCSc1nnc(-c2ccccc2)o1)c1ccc(F)cc1
    -1%	nt	nt	79%[activator]
COc1cccc(NC(=O)C(OC(=O)CNC(=O)c2ccccc2)c2ccccc2)c1 (configuration not stated)
    -7%	nt	nt	-25%
O=S1(=O)N=C(Oc2ccccc2-c2ccccc2)c2ccccc21
    -6%	nt	nt	-17%
COc1ccc(C(=O)N(Cc2ccccc2)Cc2cccs2)c(O)c1
    -7%	nt	nt	-34%
O=C1Cc2cc(S(=O)(=O)N3CCN(c4ccc(Cl)cc4)CC3)ccc2N1
    -8%[230 µM]	nt	nt	-34%[229 µM]
Cn1c2cc(Br)sc2c2cnn(Cc3ccccc3F)c(=O)c21
    -1%&1%	nt	nt	1%&-12%
O=C(OCC#CCSc1nnc(-c2cccc3ccccc23)o1)c1ccc(OC(F)(F)F)cc1
    1%	nt	nt	16%

Single entries from above:
S=C(NCCCc1cnc[nH]1)NCCN(Cc1ccc(Cl)c(Cl)c1)c1ccc(Br)cn1 in JMJD2A Tudor inh reads 56µM*
Cc1ccc(Cn2ncc3c4sc(C)cc4n(C)c3c2=O)cc1 in JMJD2A Tudor inh reads -23%
CC(C)(C)c1ccccc1Nc1nc(C#N)nc(NC2CCCC2)n1 in Pin1 inhibitor reads 7%

(list continues)
Value order: Pin1 inhibitor	BAZ2B inh	G9a block	JMJD2A Tudor inh
Cc1ccc(NS(=O)(=O)c2cc3c(cc2F)NC(=O)CC3)cc1Cl
    -4%	nt	nt	-24%
COc1ccc(C2Nc3ccccc3C(=O)N2Cc2ccc(CNC(=O)CO)cc2)cc1COc1ccc(NC(C)=O)cc1 (configuration not stated)
    22%	nt	nt	79µM*
O=C1c2ccccc2C(=O)N1c1ccncc1
    3%	nt	nt	-6%
Oc1ccc(CNc2ccc(C(F)(F)F)cc2F)c2cccnc12
    -4%	nt	nt	50µM*
COc1cccc(C2c3c(ncn(-c4ccncc4)c3=N)Oc3ccc4ccccc4c32)c1 (configuration not stated)
    8%	nt	nt	?
Cn1ncc2ccc(-c3ccc4ncnc(NCc5cccs5)c4c3)cc21
    ?	nt	nt	?
O=C(Nc1ccc(O)c2ncccc12)c1ccccc1F
    -7%	nt	nt	28µM*
COc1ccc(C2Nc3ccccc3C(=O)N2Cc2ccccc2)cc1COc1ccc(Cl)cc1 (configuration not stated)
    8%	nt	nt	-3%
COc1cccc(C2c3c(ncn(-c4cccc(Br)c4)c3=N)Oc3ccc4ccccc4c32)c1 (configuration not stated)
    14%	nt	nt	?
Cc1nc(Nc2nc3ccccc3o2)nc2c1CCCC2
    0%	nt	nt	?
N#Cc1ccc(OC2=NS(=O)(=O)c3ccccc32)cc1
    -7%	nt	nt	-13%
COc1ccc(-c2ccc3ncnc(NCC4CCCO4)c3c2)cc1OC (configuration not stated)
    -2%	nt	nt	-35%
O=S(=O)(c1ccc2c(c1)OCO2)N1CCN(S(=O)(=O)c2c(F)cccc2F)CC1
    5%	nt	nt	-17%
O=C(OCC#CCSc1nnc(-c2cccc3ccccc23)o1)C1CCC1
    0%	nt	nt	101%[activator]
O=C(CNC(=O)c1ccccc1)N[C@H](C(=O)Nc1cc(C(F)(F)F)ccc1Cl)c1ccccc1
    12%&-1%	nt	nt	-28%&-13%
COc1cccc(C(=O)NC2CCN(C#N)CC2)c1
    -5%	nt	nt	-18%
Cc1ccc(NS(=O)(=O)c2cc3c(cc2-c2ccco2)NC(=O)CO3)cc1C
    5%	nt	nt	?
CN(C)c1cccc(S(=O)(=O)N2CCCN(S(=O)(=O)c3ccc4c(c3)OCCO4)CC2)c1
    19%	nt	nt	?
CC(C)(C)OC(=O)Cc1nnc(CNC(=O)c2ccccc2)s1
    0%	nt	nt	-4%
O=c1c2[nH]c3cc(Br)sc3c2cnn1Cc1ccccc1F
    -4%	nt	nt	40µM*
COc1cccc(C2c3c(ncn(CCN4CCOCC4)c3=N)Oc3ccc4ccccc4c32)c1 (configuration not stated)
    2%	nt	nt	-35%
COc1ccccc1NC(=O)c1ccc2ccccc2c1
    ?	nt	nt	62%[activator]
Cn1nnnc1Sc1ncnc2scc(-c3ccccc3[N+](=O)[O-])c12
    0%	nt	nt	-18%
Cc1cc2c(s1)c1cnn(Cc3ccc(C(C)C)cc3)c(=O)c1n2C
    -2%	nt	nt	-3%
Cc1ccc(NS(=O)(=O)c2cc3c(cc2Cl)CCC(=O)N3)cc1Cl
    1%	nt	nt	5%
CONC(=O)C[C@@H](C#N)NC(=O)[C@@H]1CCCN1C(=O)[C@@H](NC(=O)c1ccc(N)c(Cl)c1)C(C)(C)C
    -6%	nt	nt	-26%
CCC(=O)NC(c1ccc2c(c1)OCO2)c1cc(Cl)c2cccnc2c1O (configuration not stated)
    -5%	nt	nt	?
O=C(N1CCc2ccc(S(=O)(=O)N3CCN(S(=O)(=O)c4ccc5c(c4)OCCO5)CC3)cc2C1)C(F)(F)F
    -1%	nt	nt	-4%
COc1ccc(OC2=NS(=O)(=O)c3ccccc32)cc1
    ?	nt	nt	?
CN1CCOc2cc(S(=O)(=O)N3CCN(S(=O)(=O)c4c(F)cccc4F)CC3)cnc21
    -1%	nt	nt	-4%
